Source: PubChem BioAssay
DDE Tn6 FP inh – inhibitors of Tn6 peptide binding to fibrin DD(E), primary screen, biochemical, fluorescence polarization, human fibrin, Tn6 probe | Fibrinogen beta chain (Homo sapiens), P02675 | Fibrin DD(E) TRITC-Tn6 fluorescence polarization displacement | AID 720509, 2013 | hit rate 0.21% among 370,000 | inhibition, % at 8.3 µM;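 active = inhibition above a per-campaign cutoff: mean of compounds within control limits plus 3 SD, cut at about 15% in these data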;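 note: 0% = median of all compound wells on the plate and 100% = blocking peptide control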
Target sequence (P02675 whole entry, looked up): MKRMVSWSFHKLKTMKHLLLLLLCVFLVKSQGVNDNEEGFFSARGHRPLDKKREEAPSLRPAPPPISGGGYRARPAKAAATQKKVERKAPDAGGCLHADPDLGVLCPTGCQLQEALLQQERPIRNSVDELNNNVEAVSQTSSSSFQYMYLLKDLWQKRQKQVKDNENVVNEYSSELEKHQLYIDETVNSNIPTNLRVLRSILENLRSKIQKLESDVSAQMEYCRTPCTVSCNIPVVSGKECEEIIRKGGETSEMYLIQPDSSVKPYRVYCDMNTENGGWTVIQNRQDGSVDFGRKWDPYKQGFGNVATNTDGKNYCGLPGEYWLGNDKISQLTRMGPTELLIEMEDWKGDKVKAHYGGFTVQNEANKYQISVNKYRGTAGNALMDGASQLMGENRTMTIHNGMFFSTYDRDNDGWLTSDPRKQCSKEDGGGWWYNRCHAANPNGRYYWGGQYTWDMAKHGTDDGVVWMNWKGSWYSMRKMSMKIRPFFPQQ
ADAM17 inh – ADAM17 inhibitors, primary screen, biochemical, QFRET. inhibition, % at 6.95 µM. hit rate 0.83% among 370,000. recombinant ADAM17, EDANS/DABCYL FRET peptide cleavage;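 active = inhibition above the mean of compounds lying between control limits plus 3 SD, set per campaign, cut at about 8.5% in these data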;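 note: 0% = DMSO-only wells as the low control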
LEDGF integ inh – blockers of LEDGF/p75-dependent integrase strand transfer – biochemical, TR-FRET, high throughput, primary screen; HIV-1 integrase (with human LEDGF/p75); TR-FRET IN-LEDGF/p75 DNA integration, Eu/Cy5; inhibition, % at 3.7 µM; hit rate 0.64% among 370,000; AID 743269, 2014;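 active = inhibition above the screen-wide mean plus 3 SD, cut at about 13% in these data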;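 note: signal is the Cy5 over europium emission ratio at 671 and 618 nm; 0% = plate median of compound wells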
KLK7 zymogen act – proKLK7 zymogen activators, primary screen, biochemical, fluorescence intensity. activation, % at 7 µM. AID 652039, 2013. Kallikrein-7 (Homo sapiens), P49862. purified proKLK7, EDANS-DABCYL substrate fluorescence; 100% is mature enzyme control, 0% vehicle. hit rate 0.9% among 370,000;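 active = activation above the mean of all tested compounds plus 3 SD, computed per campaign excluding outliers beyond control limits, cut at about 13% in these data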
Target sequence (P49862 whole entry, looked up): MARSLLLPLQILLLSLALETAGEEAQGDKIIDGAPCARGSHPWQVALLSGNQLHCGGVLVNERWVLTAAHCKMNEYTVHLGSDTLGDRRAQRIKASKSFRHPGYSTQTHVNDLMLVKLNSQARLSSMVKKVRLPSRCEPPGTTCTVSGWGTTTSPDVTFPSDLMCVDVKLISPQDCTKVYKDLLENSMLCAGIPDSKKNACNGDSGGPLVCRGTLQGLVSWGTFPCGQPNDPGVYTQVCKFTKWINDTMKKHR
ASAP1 GAP inh – inhibitors of human ASAP1 ArfGAP activity, primary screen, biochemical, fluorescence polarization; Arf-GAP with SH3 domain, ANK repeat and PH domain-containing protein 1 (Homo sapiens), …; ASAP1-stimulated ARF1 GTP hydrolysis, GDP FP detection; inhibition, % at 16.5 µM; hit rate 0.19% among 360,000; in the data active = inhibition above about 25%;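 note: 0% = vehicle with enzyme and substrate and 100% = no enzyme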
ARFGAP1 inh – inhibitors of rat ARFGAP1 GAP activity, primary screen, biochemical, fluorescence polarization, GDP tracer. ADP-ribosylation factor GTPase-activating protein 1 (Rattus norvegicus), Q62848. Arfgap1-stimulated ARF1 GTP hydrolysis, GDP FP detection. inhibition, % at 16.5 µM. hit rate 0.26% among 360,000;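 active = inhibition above a per-plate limit, mean inhibition of low control wells plus 3 SD, cut at about 25% in these data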;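 note: 0% = DMSO wells with enzyme and 100% = wells lacking Arfgap1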
Target sequence (Q62848 1-136 limits assumed): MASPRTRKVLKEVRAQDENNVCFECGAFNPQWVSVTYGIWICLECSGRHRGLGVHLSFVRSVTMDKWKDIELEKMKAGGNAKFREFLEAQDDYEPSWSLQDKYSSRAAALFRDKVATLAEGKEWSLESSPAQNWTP
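System: truncated rat Arfgap1 GAP domain / Benchmarks: high control wells lacking Arfgap1, low control full reaction with DMSO / Times: compound-enzyme preincubation 20 min, reaction 120 min, detection 60 min, 25 °C / Repeats: one replicate per compound / Also added: human ARF1(Δ1-17)-GTP substrate / Measured by: Tracer-displacement fluorescence polarization with EDTA stop, 620/688 nm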
PLCg1 inh – PLC-gamma1 enzyme inhibitors, primary screen, biochemical, fluorescence, purified enzyme; 1-phosphatidylinositol 4,5-bisphosphate phosphodiesterase gamma-1 (Homo sapiens), P19174; fluorogenic substrate; inhibition, % at 12.2 µM; hit rate 0.84% among 370,000; AID 720700, 2013; in the data active = inhibition above about 9.5%
ADAM10 inh – human ADAM10 inhibitors, primary screen, biochemical, QFRET, HTS | hit rate 0.62% among 370,000 | Disintegrin and metalloproteinase domain-containing protein 10 (Homo sapiens), O14672 | AID 720582, 2013 | inhibition, % at 7 µM | recombinant ADAM10, EDANS/DABCYL FRET peptide cleavage, 3 h;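 active = inhibition above a per-campaign cutoff equal to the mean of compounds falling between control-based bounds plus 3 SD, cut at about 20% in these data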;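 note: 0% = DMSO wells while the 100% control is not disclosed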
DDE Tn7 FP inh – inhibitors of Tn7 peptide binding to fibrin DD(E), primary screen, biochemical, fluorescence polarization, human fibrin, Tn7 probe; Fibrinogen beta chain (Homo sapiens), P02675; FP displacement of FITC-Tn7 peptide from fibrin DD(E); 0% = median of compound wells per plate; inhibition, % at 8.3 µM; hit rate 0.13% among 370,000;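 active = inhibition above the mean of compounds falling within the control limits plus 3 SD of them, cut at about 14% in these data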;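 note: 0% = plate median of compound wells and 100% = 10 µM Aha-Tn7 peptide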
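Also added: labelled Tn7 tracer, 0.1 µM; Assay system: human fibrin DD(E) protein; Amount: 2 µM fibrin DD(E); Schedule: 10 min compound pre-incubation, 3 h probe incubation at room temperature; Repeats: one replicate per compound; Read-out basis: percent inhibition; Measured by: fluorescence polarization of the labelled Tn7 tracer.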
TDP2 inh – human TDP2 enzyme inhibitors, primary screen, biochemical, epi absorbance, recombinant enzyme; Tyrosyl-DNA phosphodiesterase 2 (Homo sapiens), O95551; T5PNP hydrolysis, p-nitrophenol absorbance 415 nm; inhibition, % at 12.8 µM; hit rate 0.34% among 370,000; AID 720702, 2013;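 active = inhibition above the mean of all tested compounds plus 3 SD, set per campaign, cut at about 25% in these data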;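 note: 0% = DMSO with enzyme and 100% = buffer with substrate but no TDP2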
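test system = human TDP2 enzyme | input = TDP2 enzyme at 120 nM final | medium = 50 mM Tris-HCl pH 7.5 with Mg2+, KCl, DTT, BSA | also added = T5PNP substrate, 5 mM | times = 2 h at 37 °C | technique = epi absorbance | benchmarks = high control without enzyme, low control DMSO plus TDP2 | replication = each compound tested once, singlicate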
* marks the source's active call; other numbers are inactive results; i = inactive.

SMILES	DDE Tn6 FP inh	ADAM17 inh	LEDGF integ inh	KLK7 zymogen act	ASAP1 GAP inh	ARFGAP1 inh	PLCg1 inh	ADAM10 inh	DDE Tn7 FP inh	TDP2 inh
CC(C)NC(=O)CCn1ccc2cc(S(=O)(=O)N3CCCC3)ccc21	-6	3	-5	0.2	13	0	-26	-4	0	-9
COc1cccc2cc(C(=O)C3=C(O)C(=O)N(CCN4CCOCC4)C3c3cccs3)oc12 (centres undefined)	-9	-3	0	0.7	9	-11	-15	-8	2	5
CCOC(=O)C1=C(C)NC(=O)NC1c1ccc(OC)c(CN2CCOCC2)c1 (centres undefined)	-1	2	0	0.4	-6	-1	-1	-1	1	-2
CC1CC(C)(C)NC(=S)N1CCC(=O)NCCc1ccc(Cl)cc1 (centres undefined)	-4	-1	6	0.2	1	-7	2	-4	0	-6
COc1ccc(-c2[nH]c(-c3ccccc3)nc2SCC(=O)NCc2ccco2)cc1OC	-8	-26	5	-0.8	5	-2	-8	-88	4	10
COc1ccccc1S(=O)(=O)N(C)C[C@H]1Oc2cc(Br)ccc2S(=O)(=O)N([C@H](C)CO)C[C@H]1C	3	2	5	0.8	3	12	1	5	5	6
O=S(=O)(NCCNc1nccc(C(F)(F)F)n1)c1ccccc1	-6	-4	-2	0.1	-15	-2	2	1	-1	1
CCN1C(=O)[C@@H]2[C@@H](c3ccc(-c4ccc(C(C)=O)cc4)c(OC)c3)N3CCCC[C@@]3(C(=O)OC)[C@@H]2C1=O	0	-1	1	-1.0	16	3	-8	3	-2	-10
COC(=O)C(Cc1c[nH]c2ccccc12)NC(=O)c1cc(-c2ccc(OC)c(OC)c2)oc1C (centres undefined)	-1	3	3	0.5	-9	-1	-7	2	-3	7
COc1ccc(CNC(=O)COC(=O)c2ccc(Br)cc2)cc1	-3	-6	0	0.1	4	2	-4	-5	1	-5
CN(c1ccccc1)S(=O)(=O)c1cccc(NC(=O)c2ccc3ncsc3c2)c1	-7	4	0	-0.1	-8	-6	4	13	1	-11
CCOC(=O)c1c(C)[nH]c(C(=O)COC(=O)c2cccnc2Cl)c1C	-3	1	6	0.1	-4	12	-1	1	-4	1
COc1cc(-c2noc(C)c2-c2ccc(N(C)C)nc2)cc(OC)c1OC	-4	-4	-2	0.1	-7	-6	-12	4	5	5
COCC(=O)N1CCC(Oc2ccc(C(=O)NCc3cc(C)no3)cc2)CC1	8	0	-1	-0.4	10	4	0	-2	3	10
O=C/C(=C\Nc1ccc(S(=O)(=O)CCO)cc1)c1nc2cc(Cl)ccc2o1	-1	-5	-1	-1.3	7	5	-23	-14	-5	2
CN(Cc1cn(Cc2ccc(F)cc2)nn1)C1CN(Cc2cn(Cc3ccc(F)cc3)nn2)S(=O)(=O)C1 (centres undefined)	1	-4	-3	-0.6	-13	10	0	-7	-1	-2
Cn1c(SCC(=O)Nc2ccc3c(c2)n(C)c(=O)n3C)nnc1-c1ccncc1	-6	-1	1	0.3	5	-12	1	-3	1	10
CC(C(=O)Nc1ncc([N+](=O)[O-])s1)N1C(=O)c2ccccc2S1(=O)=O (centres undefined)	-4	-5	-1	-0.7	5	-8	0	-7	-2	2
O=C(NN=Cc1ccc(Cl)cc1Cl)C1CC1	11	-5	-4	0.0	-5	-19	-1	-12	4	5
Cc1ccc(N2C(N)=NC(N)=NC23CCCC3)c(C)c1	10	-3	-2	0.0	-2	-12	1	-6	0	-13
Cc1c(CC(=O)N[C@H](C(=O)O)C(C)C)c(=O)oc2cc3c(cc12)CCC(C)(C)O3	1	i	-1	8.7	2	-4	-177	i	0	-4
CS(=O)(=O)N(Cc1ccccc1)c1ccc(C(=O)NN=C2CCCCCC2)cc1	0	4	0	-0.2	3	-9	-3	1	1	3
Clc1ccc(C[n+]2cc(-c3ccccc3)n3c2CCCCC3)c(Cl)c1	1	2	-7	0.5	-6	16	0	1	6	-13
CCc1nnc(NS(=O)(=O)c2ccccc2)s1	9	-3	0	-0.1	7	-10	-1	0	0	10
CC(=O)NC1C(OCCOc2ccc(Cl)cc2C)OC(CO)C(O)C1O (centres undefined)	-9	-4	-3	-0.6	1	-7	-1	3	-1	11
Cc1ccc(N/C(N)=N/c2nc3c(c(=O)[nH]2)CCCC3)c(C)c1	-9	-1	6	0.7	5	6	5	7	-2	1
CCN(CC)C(=O)c1ccccc1NC(=O)c1ccccc1	0	-1	2	-0.1	1	10	1	-10	-2	5
C/C(=N\Nc1ccc(S(N)(=O)=O)cc1[N+](=O)[O-])c1ccccc1O	-3	-3	3	0.1	-10	11	0	2	-6	-2
CCCCN(C(C)=O)c1c(CC)nc2ccc(C(=O)NCCCN(C)C)cn12	6	-6	7	1.0	3	2	-12	-19	-1	5
COc1ccc(-c2ccc3c(N)c(C(=O)c4cccc(OC)c4)sc3n2)cc1	-15	-36	1	1.7	-1	7	-322	-109	-9	-2
COc1ccc(CC(=O)Nc2ccc(OC)nc2)cc1	0	0	5	-0.1	-3	8	2	6	3	0
Cc1ccc(OCC(O)CNCc2ccc(F)cc2)cc1 (centres undefined)	-6	-2	1	-1.3	-6	9	1	-6	1	-5
c1ccc(-c2nc(-c3ccccn3)nc(-c3ccccn3)n2)nc1	2	-1	0	0.3	7	-8	-4	1	3	3
COc1cccc(NC(=O)C(Sc2nnnn2C)c2ccccc2)c1 (centres undefined)	6	3	7	0.4	-4	-6	4	2	-1	-13
O=C(NCc1ccc(F)c(F)c1)C1CCC(=O)N(CC2CCCCC2)C1 (centres undefined)	1	-1	-1	0.2	1	-9	8	2	-1	0
CC(C)(C)OC(=O)N1CC2(CCCCC2)CC1Cc1ccc(C(F)(F)F)cc1 (centres undefined)	-6	3	3	-0.7	0	-1	6	0	-6	-8
COC(=O)C(C(=O)NCC1CCCO1)C1CCCCCC1 (centres undefined)	8	-1	-4	-0.1	3	6	1	2	-5	2
CCc1nnc(NC(=O)CCC(=O)N2CCN(Cc3ccccc3)CC2)s1	-3	-3	-2	0.6	-5	7	1	0	2	-7
COc1ccc(Nc2nc(C)nc3c2oc2ccccc23)cc1	-4	-5	1	0.7	5	-7	-51	-9	-1	2
O=C(CS(=O)(=O)c1cccc(C(F)(F)F)c1)Nc1ccccc1Cl	0	0	2	-0.2	2	-9	7	-7	-6	2
Cc1cccc(N(C)C(=O)CN(C)S(=O)(=O)c2ccc3c(c2)c(=O)n(C)c(=O)n3C)c1	-2	-2	-2	0.7	10	4	1	-7	-3	0
Cc1ccc(S(=O)(=O)NCc2ccncc2)cc1	1	3	-6	-0.3	5	-2	1	-6	-3	-7
COc1ccc(NC(=O)Cn2nc(C(=O)O)c3ccccc3c2=O)cc1S(=O)(=O)N1CCCCC1	3	1	12	0.2	13	-5	4	-3	-7	-8
Fc1ccc(-c2nc3ccc(Br)cn3c2Cc2ccccc2)cc1	9	0	-3	-0.5	3	-9	-7	-15	-1	0
COc1c2ccoc2nc2c(OC)c(OCC(O)C(C)(C)O)ccc12 (centres undefined)	1	-383	-4	22*	9	-3	i	i	5	6
COc1cccc(-n2c(=O)c3c(C)c(C(=O)N(C)C)sc3n(CC(=O)NCCc3ccc(OC)c(OC)c3)c2=O)c1	0	-3	-2	0.1	-6	5	2	4	-5	-5
CC1CCN(C(=O)C2CCC(CNc3c(N4CCCCC4)c(=O)c3=O)CC2)CC1 (centres undefined)	0	-2	-1	0.1	1	11	2	3	-5	-3
Cn1c(C(=O)O)c(CC(=O)N2CCC(Cc3ccccc3)CC2)c2ccccc21	5	-6	1	0.9	0	0	-6	-13	12	4
CCOCCCNC(=O)CS(=O)(=O)Cc1nc(-c2cccc(OC)c2)oc1C	3	-1	0	-0.5	-7	4	1	2	-8	9
O=C(Cn1nnc(-c2ccccc2)n1)c1ccccc1	-1	-1	-7	0.1	2	-5	-2	3	0	-4
Cc1nn(Cc2ccc([N+](=O)[O-])cc2)c(=O)n1-c1cccc(Cl)c1	-1	2	-3	0.2	2	11	7	-2	-2	-2
C[n+]1cccc2cccc([O-])c21	8	-4	15*	0.1	-8	-4	-3	6	3	27*
COc1ccc(CC(=O)NC2CC2)cc1OC	0	-2	-4	0.2	7	5	3	-3	-3	4
Cc1cc(C)n(-c2ccc(C(=O)Oc3ccc4c(c3)OCO4)cc2)n1	-2	-3	2	0.0	23	4	2	-7	0	-3
CC(C)(C)c1cc(C(c2cccnc2)N2CCN(CCO)CC2)cc(C(C)(C)C)c1O (centres undefined)	0	-1	-3	0.3	1	9	0	0	-2	-2
Cc1cc2nc(CCl)cc(=O)n2[nH]1	-4	-6	4	-1.7	1	-3	-6	-8	1	1
CC1CN(c2ccc(NC(=S)NNCCC#N)cc2)CC(C)O1 (centres undefined)	-2	-4	-7	-0.3	-2	2	-2	-9	5	2
COc1ccc(-c2oc(=O)c3cc(OC)c(OC)cc3c2C#C[C@]2(O)CC[C@H]3[C@@H]4CCc5cc(OC)ccc5[C@H]4CC[C@@]32C)cc1	1	-2	-4	-0.5	11	0	-5	-2	0	-9
CC(C)C1CC(=O)NC(SCC(=O)Nc2ccc(Br)cc2)=C1C#N (centres undefined)	-9	2	-2	-0.4	-6	10	0	2	3	-1
